EBI2 antag: EBI2 (human) antagonism | P32249 | 0.81% of 360,000 active | inhibition, % at 5 µM | EBI2 beta-arrestin recruitment, luminescence, 7a,25-OHC stimulated; in the data active = inhibition above about 38%;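 also: enzyme fragment complementation signal reports receptor beta-arrestin coupling in cells; 0% = agonist plus DMSO wells and 100% = wells without agonist; some results beyond the cut were filed as inactive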
Target sequence (P32249 whole entry, looked up, the tested form may be a part): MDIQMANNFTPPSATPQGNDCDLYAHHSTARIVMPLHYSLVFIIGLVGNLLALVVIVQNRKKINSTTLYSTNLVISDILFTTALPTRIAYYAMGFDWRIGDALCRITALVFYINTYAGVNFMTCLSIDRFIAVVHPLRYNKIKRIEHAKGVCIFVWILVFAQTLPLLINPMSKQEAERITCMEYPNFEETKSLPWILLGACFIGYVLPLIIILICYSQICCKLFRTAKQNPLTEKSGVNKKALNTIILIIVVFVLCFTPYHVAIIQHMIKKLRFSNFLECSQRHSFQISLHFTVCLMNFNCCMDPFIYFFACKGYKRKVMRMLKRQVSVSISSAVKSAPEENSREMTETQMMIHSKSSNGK
Mdm2 MdmX PPI: human Mdm2/MdmX binding inhibition; SaOS-2 split-luciferase Mdm2/MdmX complementation, luminescence; inhibition, % at 8 µM; 3% of 330,000 active; AID 485346;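 active = inhibition of at least 50% at 8 µM in the primary screen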
APJ agonist: APJ receptor agonism | P35414 | CHO-K1 APJ PathHunter beta-arrestin, luminescence; 0% DMSO wells, 100% apelin | activation, % at 20 µM | 0.11% of 330,000 active | AID 2520;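 active = activation more than six SD over the plate average, tested at 20 µM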;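 also: 0% = DMSO alone and 100% = apelin-13 at 10 nM; some results filed as inactive read as strong as hits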
Target sequence (P35414 whole entry, looked up): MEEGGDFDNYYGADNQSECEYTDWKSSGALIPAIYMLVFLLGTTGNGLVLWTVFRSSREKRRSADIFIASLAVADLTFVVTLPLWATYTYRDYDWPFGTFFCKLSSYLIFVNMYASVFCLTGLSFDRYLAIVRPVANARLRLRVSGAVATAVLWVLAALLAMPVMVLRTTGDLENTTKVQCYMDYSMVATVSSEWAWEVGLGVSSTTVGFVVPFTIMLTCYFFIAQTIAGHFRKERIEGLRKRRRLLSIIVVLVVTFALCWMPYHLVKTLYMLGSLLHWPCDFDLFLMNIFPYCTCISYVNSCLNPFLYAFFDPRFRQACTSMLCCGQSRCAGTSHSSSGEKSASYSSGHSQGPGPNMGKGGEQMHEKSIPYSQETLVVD
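Assay system – PathHunter CHO-K1 APJ (AGTRL-1) beta-arrestin reporter cells · Compound – one dose, 20 µM compound, 1% DMSO · Timing – compound 90 min 25 °C, reagent 1 h · Measured by – luminescence from split beta-galactosidase complementation, Galacton Star/Emerald II substrate · Measure – beta-arrestin recruitment to APJ as agonist activity, luminescent signal · Benchmarks – DMSO vs Apelin-13 10 nM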
APJ antagonist: blocks the human apelin receptor APJ. P35414. CHO-K1 APJ beta-arrestin complementation, luminescence. inhibition, % at 20 µM. 0.32% of 330,000 active. AID 2521;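 active = inhibition above about 40% at 20 µM, limit read from the data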;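 also: cells challenged with 10 nM apelin-13 agonist together with compound; plate controls were apelin-13 plus DMSO wells for no effect and DMSO wells lacking apelin-13 for full effect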
CXCR6 block: blocks human CXCR6 beta-arrestin recruitment | O00574 | CHO-K1 PathHunter CXCR6 beta-arrestin, luminescence | inhibition, % at 20 µM | 0.36% of 360,000 active; in the data active = inhibition above about 34%, passing the limit was not always enough;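 also: antagonist mode with CXCL16 agonist at 10 nM final; 0% = 10 nM CXCL16 with DMSO and 100% = unstimulated wells without agonist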
XBP1 UPR activ: activators of adaptive arm of unfolded protein response (XBP1) | AID 463104 | 0.33% of 330,000 active | activation, % at 20 µM | CHO-XBP1 luciferase reporter, IRE1-XBP1 UPR activation, luminescence; percent of tunicamycin response, DMSO as zero;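 active = versus positive control, 20 µM dose yields 30% or more activation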;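 also: 100% = tunicamycin at 10 µg/mL and 0% = DMSO only wells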
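Material – CHO cell line with stable XBP1 luciferase reporter · Buffer or medium – F12 plus 10% FBS · Compound – single point, 20 µM final compound, 1% DMSO · Schedule – 16-18 h cell attachment at 37 °C, then 6 h compound exposure · Signal – Steady-Glo luminescence read · Benchmarks – high control tunicamycin 10 µg/mL final, low control DMSO vehicle only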
CCR6 antag: antagonists of human CCR6 receptor; P51684; CHO-K1 CCR6 PathHunter beta-arrestin, luminescence, CCL20-stimulated; inhibition, % at 20 µM; 0.49% of 340,000 active;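 active = compounds whose inhibition of the agonist-driven luminescence signal at 20 µM reaches about 50%, limit read from the data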;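 also: cells stimulated with CCL20 at 14 nM final; plate controls were DMSO with CCL20 for no effect and DMSO without agonist for full effect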
tim23-1 inh: tim23-1 yeast growth inhibition | S. cerevisiae tim23-1 growth, BacTiter-Glo luminescence, 24 h | inhibition, % at 20 µM | 1.3% of 330,000 active | AID 463212;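 active = growth inhibition of the mutant yeast at or above 50%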;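 also: temperature-sensitive mutant grown at 25 °C; plate controls were DMSO-treated mutant yeast for no effect and medium wells lacking yeast for full effect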
UPR CHOP act: apoptotic UPR (CHOP) activation; CHO-CHOP luciferase reporter, luminescence; percent of tunicamycin response over DMSO baseline; activation, % at 10 µM; 0.34% of 330,000 active;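 active = at 10 µM dose, activation of 40% or more, normalized to positive control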;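 also: 100% = tunicamycin at 10 µg/mL and 0% = DMSO alone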
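System: CHO-CHOP luciferase reporter cell line | Buffer or medium: F12 medium containing 10% fetal bovine serum | Doses: One dose, 10 µM in 0.5% DMSO | Times: 6 h compound exposure at 37 °C after overnight seeding | Signal: Luciferase luminescence | Read-out: % activation vs tunicamycin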
Numbers without * were called inactive. The list is partial, so the mix of outcomes need not match the whole.

Values run as follows: EBI2 antag	tim23-1 inh	Mdm2 MdmX PPI	APJ agonist	UPR CHOP act	CXCR6 block	CCR6 antag	XBP1 UPR activ	APJ antagonist
(1) CCCCCC(=O)Nc1ccc(C(=O)COC(=O)CN2C(=O)NC3(CCCC3)C2=O)cc1
    -4.2	10.8	32.1	-3.5	0.9	3.1	0.3	-1.0	14.8
(2) O=C(c1cc(C2CC2)nn1-c1ccccc1)N1CCN(S(=O)(=O)c2c(F)cccc2F)CC1
    -4.0	31.0	-8.7	-3.4	1.0	9.9	13.2	0.0	-3.0
(3) CC(C)CCOc1ccc(C2(C)NC(=O)NC2=O)cc1 (stereo unspecified)
    0.5	5.1	24.7	0.4	-0.4	-8.0	8.6	-3.8	-7.0
(4) O=C(O)c1ccc(S(=O)(=O)NC2CC2)cc1
    4.0	-1.0	-19.6	-4.2	0.1	0.6	-5.5	-0.7	-1.5
(5) O=C(NCc1cccs1)c1cc(-c2ccccc2)on1
    -0.6	4.8	-61.2	-1.3	2.0	-10.6	3.4	0.6	-7.2
(6) CCC(CC)N1CCN(S(=O)(=O)c2ccc(OC)cc2)CC1
    -10.0	7.3	-10.9	-0.8	1.7	-19.3	18.0	-1.3	7.9
(7) O=C(COC(=O)CNC(=O)c1ccc(Cl)c([N+](=O)[O-])c1)NC(=O)c1ccccc1
    -8.9	-2.6	5.8	-9.9	-0.2	12.8	-9.3	-1.7	12.1
(8) Cc1[nH]nc2c1C(c1cccc(OC(=O)N3CCOCC3)c1)C(C#N)=C(N)O2 (stereo unspecified)
    13.0	-6.3	12.0	-1.3	0.5	8.3	4.2	-3.7	4.4
(9) Cc1ccccc1NC(=O)c1ccc(C)c(S(=O)(=O)Nc2cccnc2)c1
    -3.1	1.3	0.5	2.5	-3.2	4.1	8.1	-3.2	9.7
(10) O=C(C/C=N\OCc1c(Cl)cccc1Cl)Oc1ccc(Cl)cc1Cl
    -9.4	17.4	-8.4	-0.3	1.7	-5.7	4.3	-0.6	9.9
(11) CN(C)c1ccc(/C=N/N=C2/SC(CC(=O)O)C(=O)N2c2ccc(O)cc2)cc1 (stereo unspecified)
    1.1	4.8	-17.9	-3.5	-0.5	-9.3	5.1	-3.1	13.6
(12) Cc1cc(C)c(NC(=O)C2CC(=O)N(Cc3ccccc3)C2)c(C)c1 (stereo unspecified)
    1.3	-2.9	-14.5	-2.3	0.0	-1.0	11.3	-0.5	13.0
(13) CCOC(=O)C1CCCN(C(=O)CNC(=O)Cn2ccc3ccccc3c2=O)C1 (stereo unspecified)
    2.2	-7.2	32.4	-1.6	4.0	1.4	2.9	-0.1	-4.3
(14) NC(=O)c1ccsc1NC(=O)COC(=O)c1ccccc1F
    0.7	7.9	-4.7	-3.1	1.4	-5.2	-2.2	4.4	2.0
(15) Cc1ccc(S(=O)(=O)N(CC(=O)NCCC2=CCCCC2)Cc2ccccc2F)cc1
    16.1	32.7	12.1	-2.5	-2.9	7.7	10.7	-4.3	8.9

Two of the compounds above, as tab-separated lines:
cpd	SMILES	EBI2 antag	tim23-1 inh	Mdm2 MdmX PPI	APJ agonist	UPR CHOP act	CXCR6 block	CCR6 antag	XBP1 UPR activ	APJ antagonist
4	O=C(O)c1ccc(S(=O)(=O)NC2CC2)cc1	4.0	-1.0	-19.6	-4.2	0.1	0.6	-5.5	-0.7	-1.5
5	O=C(NCc1cccs1)c1cc(-c2ccccc2)on1	-0.6	4.8	-61.2	-1.3	2.0	-10.6	3.4	0.6	-7.2

(list continues)
Values run as follows: EBI2 antag	tim23-1 inh	Mdm2 MdmX PPI	APJ agonist	UPR CHOP act	CXCR6 block	CCR6 antag	XBP1 UPR activ	APJ antagonist
(16) COC(=O)C1=CO[C@@H](O)C2C(CO)=CCC12 (stereo partly specified)
    -0.8	8.9	2.9	-4.6	-0.5	4.0	15.6	0.9	3.9
(17) C/C=C\C=C/C(=O)Nc1cccc(C2=NOC3(C2)C[C@@H](C(N)=O)N(C(=O)C2(C)CC2)C3)c1 (stereo partly specified)
    -9.7	2.0	25.3	-3.6	0.6	-5.1	0.2	-1.1	7.3
(18) CC1(C)c2ccccc2N2CCC(=O)NC21/C=C/c1ccco1 (stereo unspecified)
    -5.8	16.1	24.0	-4.2	-3.3	11.0	14.5	-3.9	19.4
(19) C/C(=N\NC(=O)CCn1nc(C)cc1C)C(C)(C)C
    2.6	-4.8	14.6	-2.5	2.5	3.1	-1.6	0.2	11.3
(20) CC(C)CC(=O)N1CCN(C(=O)CCC2CCCC2)CC1
    -18.6	15.6	22.0	-1.8	1.0	-4.5	-5.8	-3.0	12.8
(21) COc1cc(O)c(/C=N/NC(=O)c2ccncc2)c(OC)c1[N+](=O)[O-]
    4.1	18.4	17.2	-1.9	4.2	5.5	13.2	-2.0	-19.6
(22) O=c1cc(CSc2n[nH]c(-c3ccncc3)n2)nc2sccn12
    0.4	-13.7	0.2	-2.1	-0.1	0.9	2.5	-0.2	-15.9
(23) CCn1cc(CNC(=O)CC2C(=O)NCCN2CC(c2ccccc2)c2ccccc2)cn1 (stereo unspecified)
    8.3	20.7	21.8	-2.9	-0.6	1.3	-15.8	0.0	21.6
(24) COc1cccc(-c2cc3nc4c(c(NCC(C)(C)CN(C)C)n3n2)CCCC4)c1
    11.9	42.3	37.6	-0.2	4.1	-15.4	3.8	-0.1	-7.6
(25) Cc1cc(C)c2c(CN3CCC(C)CC3)cc(=O)oc2c1
    -3.8	33.5	-18.6	-4.7	3.9	-0.5	5.8	0.0	12.1
(26) CCn1cc(-c2nnnn2-c2ccc(Cl)cc2)c(=O)c2ccccc21
    0.3	2.5	-14.6	-3.4	2.4	-2.8	5.6	0.2	1.9
(27) CNc1cc(N2CCCCCC2)ccc1[N+](=O)[O-]
    2.4	22.5	19.4	-0.4	2.9	11.6	28.2	3.0	8.2
(28) CCN(CC(=O)Nc1ccc(NC(C)=O)cc1)C(=O)CC1OC(=O)c2ccccc21 (stereo unspecified)
    -0.6	13.3	15.9	-1.7	0.7	-0.5	10.6	0.6	16.0
(29) CN1CCc2nc(NC(=O)c3cccc(OC(F)F)c3)sc2C1
    -7.5	4.3	-14.0	1.9	1.6	3.1	-15.3	-1.1	3.7
(30) COc1ccc(-n2ccnc2SCC(=O)NCc2ccc(F)cc2)c(OC)c1
    13.0	22.6	-5.4	-2.4	1.4	-4.3	10.2	-1.4	6.4
(31) CCNC(=O)c1ccc2c(c1)C1C3CCC(C3)C1C(c1ccccc1)N2 (stereo unspecified)
    -6.6	62.6*	20.4	-2.2	-1.5	-0.7	13.9	0.5	25.2
(32) Cn1c(C(=O)OCC(=O)NCc2cccs2)cc2sccc21
    4.9	7.6	15.2	0.1	-0.2	-1.2	-4.9	0.6	-38.6
(33) Clc1ccc(Sc2ccc(/C=N/n3cnnc3)o2)cc1
    7.7	16.8	29.1	3.0	0.2	5.0	5.5	-2.2	-0.1
(34) CCCCC(=O)Nc1ccc(C(=O)Nc2nc(CC(=O)OCC)cs2)cc1
    -12.8	-4.9	5.6	0.8	-1.0	7.6	-11.0	2.5	-10.7
(35) C=CCOc1ccc(C(=O)Nc2ccccc2C(=O)NCc2cccnc2)cc1
    -10.6	16.1	57.7*	0.9	1.6	-5.8	1.4	5.9	12.9
(36) Cc1ccc(C(=O)N2CC(C)OC(C)C2)c(Cl)c1 (stereo unspecified)
    -15.8	-3.4	5.5	0.8	-1.1	6.6	-0.5	3.4	-5.0
(37) CN1C(=O)CC(N2CCN(C(=O)CN3CCCC3)CC2)C1=O (stereo unspecified)
    -15.7	14.5	8.2	-1.0	-2.0	0.9	-4.4	0.0	9.3
(38) CCC(=O)Nc1cccc(NC(=O)c2ccc3c(c2)OCO3)c1
    0.4	-4.7	-1.3	-2.9	2.9	-1.9	8.1	-1.1	6.3
(39) CCCn1c(SCc2ccccn2)nc2c1c(=O)n(C)c(=O)n2C
    -9.7	19.0	-1.8	-3.3	2.2	1.3	-5.4	-4.3	3.1
(40) COc1ccc2c(c1)O[C@@]1(CCCC[C@@H]1C)CC2=O
    7.5	23.8	0.9	4.9	0.0	4.5	7.8	2.9	14.8
(41) c1cncc(CSc2ccc(-c3ccc4c(c3)OCO4)nn2)c1
    6.2	-55.7	-59.3	1.0	3.5	-8.9	1.3	2.7	-36.3
(42) CCCCn1cnc2c([nH]c3cc(OC)ccc32)c1=O
    2.1	4.0	-17.3	-2.4	4.4	-3.1	-4.4	-0.1	4.9
(43) CCOC(=O)c1oc2ccccc2c1CSc1nnnn1-c1ccc(C)cc1
    15.4	25.9	26.9	-3.2	0.0	2.1	12.9	-3.8	11.0
(44) COc1ccc(OCC(O)Cn2cnc(-c3ccc(Br)cc3)c2)cc1 (stereo unspecified)
    48.2*	7.3	-0.9	-2.7	-0.8	-10.5	-9.2	-1.4	2.5
(45) COC(=O)c1ccc(OCC(O)CN2CCN(C(=O)c3ccco3)CC2)c(OC)c1 (stereo unspecified)
    4.9	-5.3	14.1	2.5	0.0	-3.5	-4.7	2.6	0.1
(46) O=C(CN1C(=O)NC(c2ccccc2)(c2ccccc2)C1=O)NCC(=O)Nc1ccc(F)cc1
    8.8	12.6	-4.2	-1.6	0.8	-2.0	4.6	-1.2	-25.4
(47) Cc1ccc(COc2ccsc2C(=O)NN)cc1
    -10.3	-17.7	0.3	-2.7	1.9	-17.9	-5.5	-1.3	-11.5
(48) CCOC(=O)c1c(-c2ccc(F)cc2)csc1NC(=O)CCN1CCOCC1
    2.2	-76.6	22.4	-0.3	-0.3	-5.5	10.0	0.0	12.0
(49) CCn1nc(C)c(CNC(=O)c2cc(COc3ccc(C)nc3)on2)c1C
    -9.0	-7.0	33.2	0.9	-0.3	-12.1	6.8	-4.3	22.7
(50) CC(=O)c1cccc(N(C(=O)CNC(=O)c2ccco2)C(C(=O)NCc2ccco2)c2ccccc2)c1 (stereo unspecified)
    7.0	4.1	16.7	-4.9	0.1	-3.6	2.8	0.7	4.9

Screening results from PubChem.
